ABCG2 block = ABCG2 efflux pump inhibitors, primary screen, multiplex with ABCB1, IgMXP3 cells, flow cytometry; Broad substrate specificity ATP-binding cassette transporter ABCG2 (Homo sapiens), Q9UNQ0; inhibition, % at 6.6 µM; JC-1 efflux; 190,000 tested, 0.1% active;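 active = inhibition above 80%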;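 note: 0% = DMSO and 100% = nicardipine control wells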
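Test system: IgMXP3 cells (ABCG2) mixed with DDAO far-red-labelled CCRF-Adr cells (ABCB1). Reagent: JC-1 transporter substrate. Compound dosing: single test compound dose, 6.6 µM final. Times: 10 min compound exposure, 25 °C. Detection: flow cytometry of retained JC-1 fluorescence. Read-out basis: efflux inhibition in percent versus controls. Controls: nicardipine and DMSO wells.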
Bim-Bcl-B = inhibitors of Bim-Bcl-B binding, primary screen, biochemical, multiplexed, human Bcl-2 family. AID 951, 2007. inhibition, % at 10 µM. bead-based flow cytometry, Bim peptide-Bcl-B binding. 190,000 tested, 0.073% active. Bcl-2-like protein 10 (Homo sapiens), Q9HD36;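 note: 0% = tracer peptide without compound and 100% = reference inhibitor peptide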
RGS4-Gao reg = modulators of RGS4 binding to Galphao, primary screen, biochemical, multiplexed bead flow cytometry | Guanine nucleotide-binding protein G(o) subunit alpha (Homo sapiens), P09471 | actives lie on both sides | binding response (% of control), % at 10 µM | 220,000 tested, 0.33% active; in the data active = binding response below about 49% or above about 150%; inactive = in between;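 note: fluorescent Galphao activated with aluminum fluoride binding bead-coupled RGS4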
Bim-Bcl-W = inhibitors of Bim binding to Bcl-W, primary screen, biochemical, multiplexed, bead-based flow cytometry | Bim peptide-Bcl-W binding | Bcl-2-like protein 2 (Homo sapiens), Q92843 | 190,000 tested, 0.02% active | inhibition, % at 10 µM;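 note: 0% = bound tracer without compound and 100% = peptide blocker; higher means less fluorescent Bim peptide bound to Bcl-W beads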
GSH bead fluor = compound fluorescence on glutathione beads, profiling panel, artefact control, biophysical, 488/530 nm, flow cytometry; GSH beads flow cytometry, compound fluorescence 488/530 nm; active compounds read high; fluorescence (KMESF) at 10 µM; 190,000 tested, 0.25% active; AID 1776, 2009; in the data active = fluorescence above about 89;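 note: glutathione beads carrying GST-tagged Bcl family fusion proteins plus one bare bead set; values are compound well signal with DMSO vehicle wells as background; inactives centre near 16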
RGS7-Gao reg = RGS7-Galphao binding modulators, primary screen, biochemical, multiplexed bead flow cytometry | AID 1439, 2008 | binding response (% of control), % at 10 µM | 220,000 tested, 0.35% active | actives lie on both sides | Guanine nucleotide-binding protein G(o) subunit alpha (Homo sapiens), P09471; in the data active = binding response below about 49% or above about 150%; inconclusive = no clear call, values can overlap the other calls; inactive = in between;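 note: fluorescent Galphao held in activated GDP-AlF4 state binding bead-coupled RGS7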
Bim-Bcl-XL = inhibitors of Bim-Bcl-XL binding, primary screen, biochemical, multiplexed, bead flow cytometry, human Bcl-XL. Bim peptide-Bcl-XL binding, fluorescence. inhibition, % at 10 µM. 190,000 tested, 0.04% active. AID 1007, 2008
ABCB1 block = ABCB1 efflux pump inhibitors, primary screen, cell-based, multiplex, flow cytometry, ABCG2 counter-screen | CCRF-Adr cells, JC-1 efflux | 190,000 tested, 0.067% active | inhibition, % at 6.6 µM | ATP-dependent translocase ABCB1 (Homo sapiens), P08183; in the data active = inhibition above about 40%;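 note: 0% = vehicle and 100% = reference inhibitor; higher value means more JC-1 retained so stronger ABCB1 efflux block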
Target sequence (P08183 whole entry, looked up): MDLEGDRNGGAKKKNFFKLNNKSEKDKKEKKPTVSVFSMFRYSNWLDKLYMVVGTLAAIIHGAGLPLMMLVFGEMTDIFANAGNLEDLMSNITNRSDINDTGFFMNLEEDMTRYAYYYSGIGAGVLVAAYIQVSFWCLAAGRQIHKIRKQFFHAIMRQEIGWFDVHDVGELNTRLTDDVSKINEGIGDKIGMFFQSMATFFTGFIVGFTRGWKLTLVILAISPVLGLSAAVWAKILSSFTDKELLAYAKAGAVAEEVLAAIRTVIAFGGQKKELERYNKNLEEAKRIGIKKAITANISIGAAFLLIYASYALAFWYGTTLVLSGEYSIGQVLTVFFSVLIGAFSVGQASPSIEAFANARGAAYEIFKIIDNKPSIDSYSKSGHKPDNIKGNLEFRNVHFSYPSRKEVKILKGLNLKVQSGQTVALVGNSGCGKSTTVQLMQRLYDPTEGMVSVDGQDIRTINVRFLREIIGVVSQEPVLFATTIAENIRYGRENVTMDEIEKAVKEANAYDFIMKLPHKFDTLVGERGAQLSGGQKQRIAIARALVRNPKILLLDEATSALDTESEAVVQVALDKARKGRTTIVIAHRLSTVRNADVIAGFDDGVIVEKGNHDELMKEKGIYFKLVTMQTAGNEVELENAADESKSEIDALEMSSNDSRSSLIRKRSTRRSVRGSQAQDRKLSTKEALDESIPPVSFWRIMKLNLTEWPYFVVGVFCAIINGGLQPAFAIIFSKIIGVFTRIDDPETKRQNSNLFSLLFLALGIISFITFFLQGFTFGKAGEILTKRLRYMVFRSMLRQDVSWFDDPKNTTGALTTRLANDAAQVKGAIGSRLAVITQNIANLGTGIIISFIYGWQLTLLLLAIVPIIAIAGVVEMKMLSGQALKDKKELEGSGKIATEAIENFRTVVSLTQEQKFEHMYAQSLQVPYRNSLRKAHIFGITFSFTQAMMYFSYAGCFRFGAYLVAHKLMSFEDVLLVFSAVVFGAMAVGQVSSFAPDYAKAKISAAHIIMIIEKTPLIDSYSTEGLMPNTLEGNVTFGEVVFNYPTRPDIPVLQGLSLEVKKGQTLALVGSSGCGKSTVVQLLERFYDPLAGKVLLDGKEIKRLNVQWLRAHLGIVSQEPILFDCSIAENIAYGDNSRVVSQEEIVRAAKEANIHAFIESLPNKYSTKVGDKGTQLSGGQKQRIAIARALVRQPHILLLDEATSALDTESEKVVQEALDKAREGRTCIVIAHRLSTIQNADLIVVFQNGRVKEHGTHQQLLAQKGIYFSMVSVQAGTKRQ
Bcl-2 Bim block = inhibitors of Bim-Bcl-2 binding, primary screen, biochemical, multiplexed, human Bcl-2 family. Bead-based flow cytometry, Bim peptide-Bcl-2 binding. inhibition, % at 10 µM. 190,000 tested, 0.06% active. AID 950, 2007; in the data active = inhibition above about 40%; inconclusive = no clear call, values can overlap the other calls;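 note: 0% = no compound wells with probe peptide and 100% = reference peptide inhibitor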
Bim-Bfl-1 = inhibitors of Bim binding to Bfl-1, primary screen, biochemical, multiplexed, bead-based flow cytometry; 190,000 tested, 0.12% active; Bim-Bfl-1 binding inhibition; AID 1008, 2008; inhibition, % at 10 µM; Bcl-2-related protein A1 (Homo sapiens), Q16548;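 note: 0% = wells without compound plus tracer and 100% = blocker peptide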
RGS8-Gao = RGS8-Galphao binding modulators, primary screen, biochemical, multiplexed bead flow cytometry. AID 1423, 2008. Guanine nucleotide-binding protein G(o) subunit alpha (Homo sapiens), P09471. 220,000 tested, 0.34% active. response (percent of control binding), % at 10 µM. actives lie on both sides; in the data active = response below about 60% or above about 140%; inactive = in between;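 note: Galphao activated as the GDP aluminium fluoride complex binding bead-coupled RGS8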
* = called active by the depositor; ? = inconclusive; . = no result given. Cut-off read from the data, not from the text of the source, unless noted: active = inhibition above about 40%. No enrichment for hits (roughly 1.1% active in at least one column).

canonical_smiles | ABCG2 block | Bim-Bcl-B | RGS4-Gao reg | Bim-Bcl-W | GSH bead fluor | RGS7-Gao reg | Bim-Bcl-XL | ABCB1 block | Bcl-2 Bim block | Bim-Bfl-1 | RGS8-Gao
CC1Cc2ccccc2N1C(=O)CCn1c(=O)oc2ccccc21 (stereo not drawn) | 2 | -10 | 98 | 0 | 24 | 101 | -2 | 1.1 | -9 | -9 | 101
COC(=O)C1=CN(C(C)C)C=C(C(=O)OC)C1c1cc(Br)c(OC)c(OC)c1 | 2 | 1 | 100 | 6 | 33 | 103 | 3 | 1.3 | 14 | 0 | 101
Cn1c(C(=O)NCCCN2CCN(c3cccc(Cl)c3)CC2)cc2c(=O)n(C)c3ccccc3c21 | -1 | -3 | 112 | -2 | 12 | 108 | -3 | 1.1 | 2 | 0 | 115
COc1ccc(CCNC(=O)COC(=O)Cn2cnc3ccccc32)cc1OC | 0 | 0 | 102 | 1 | 15 | ? | 1 | -0.2 | 0 | 4 | 101
Cc1cc(C)cc(NS(=O)(=O)c2ccc(NC(=S)NC(=O)c3ccc(Br)o3)cc2)c1 | 0 | -7 | 100 | 1 | 61 | 102 | 0 | -0.1 | -10 | -11 | 98
CCc1nn(-c2cc(Oc3ccccc3)nc(-c3ccccc3)n2)c(N)c1C#N | 1 | -5 | 110 | 3 | 7 | 108 | -1 | 0.1 | -2 | -5 | 108
CC(=O)N1CCc2cc(S(=O)(=O)Nc3ccccc3N3CCN(C)CC3)ccc21 | 2 | -1 | 106 | -3 | 22 | 107 | -5 | -0.9 | 0 | -6 | 112
COc1cc(/C=C2\C(=O)ON=C2c2ccccc2)cc(OC)c1OC | 3 | 1 | 102 | 0 | 13 | 102 | 0 | 0.3 | 2 | 3 | 102
COc1ccc(C(=O)Nc2cccnc2)cc1 | 0 | -3 | 104 | 4 | 27 | 101 | 0 | -0.1 | -2 | -9 | 100
O=C(/C=C/c1cccs1)Nc1ccc(N2CCOCC2)c(S(=O)(=O)Nc2cc(Cl)ccc2Cl)c1 | -22 | 0 | 101 | -2 | 22 | 101 | -2 | -7.4 | -2 | 0 | 107
O=C(CN1C(=O)NC2(CCCC2)C1=O)NCCC1=CCCCC1 | 2 | 0 | 37* | 0 | 12 | 29* | 0 | 0.5 | 0 | -1 | 31*
Cc1ccccc1-n1nc2c(c1NC(=O)c1c(-c3ccccc3Cl)noc1C)CS(=O)(=O)C2 | 13 | -12 | 101 | -2 | 24 | 100 | -10 | 3.1 | -12 | -20 | 99
Cc1cc(C(=O)CSc2nnnn2-c2ccccc2)c(C)n1-c1ccc2c(c1)OCO2 | 14 | -3 | 96 | -1 | 12 | 99 | -3 | 1.6 | -3 | -11 | 100
O=C(CCCN1C(=O)c2cccc3cccc(c23)C1=O)Nc1ccon1 | 26 | -5 | 98 | -2 | 9 | 99 | -1 | 1.1 | -5 | -5 | 101
COc1ccccc1CN(CC(=O)NCC1CCCO1)C(=O)CNS(=O)(=O)c1ccc(C)cc1 (stereo not drawn) | 1 | 0 | 97 | 0 | 12 | 92 | -3 | 0.6 | -1 | -3 | 100
CCCCC(=O)OCC(=O)c1cc(C)n(-c2c(C)n(C)n(-c3ccccc3)c2=O)c1C | 1 | -4 | 97 | -1 | 11 | 95 | -4 | 0.2 | 0 | -6 | 99
O=C(c1ccc2ccccc2c1)C1CCCN(C(=O)CN2C(=O)CSC2=O)C1 (stereo not drawn) | 3 | -6 | 100 | -3 | 13 | 103 | -6 | 2.1 | -5 | -4 | 99
Cc1ccc(-c2cc(C(=O)OCC(=O)Nc3cc(C)on3)c3ccccc3n2)c(C)c1 | -5 | 1 | 104 | 1 | 27 | 103 | -1 | -4.8 | 1 | -3 | 103
COc1ccc(-c2nc3c(n2O)CCC/C3=N\O)cc1 | 2 | 0 | 104 | 0 | 18 | 106 | 0 | 0.7 | 0 | 0 | 108
COc1ccc(-n2c(=O)c3ccccc3n(CC(=O)Nc3cc(C)on3)c2=O)cc1OC | 0 | -3 | 102 | -2 | 18 | 101 | 0 | -0.1 | -1 | 0 | 101
O=C(CC1(O)C(=O)N(CN2CCOCC2)c2ccccc21)c1ccccc1 (stereo not drawn) | 10 | -1 | 104 | -10 | 12 | 102 | -5 | 0.6 | -4 | -3 | 102
COc1ccccc1N1CCN(C(=O)c2ccc3c(Cl)c4c(nc3c2)CCCC4)CC1 | 12 | -7 | 102 | -6 | 12 | 101 | -3 | 5.0 | -3 | 0 | 102
O=c1cc(N2CCCCC2)c(-c2ccccc2)nn1Cc1ccc(Cl)cc1 | -2 | -1 | 100 | 0 | 10 | 101 | 0 | 0.0 | -2 | 0 | 100
CCc1cccc(NC(=O)Cc2ccc(OC)c(OC)c2)c1 | 8 | -7 | 89 | -1 | 11 | 93 | -3 | 0.3 | -3 | -7 | 94
CC(C)OC(=O)c1c(NC(=O)Cn2cnc([N+](=O)[O-])n2)sc2c1CCCC2 | 9 | 0 | . | -4 | 18 | . | -2 | 1.5 | -1 | 0 | .
O=C(CNS(=O)(=O)c1ccccc1)N1CCCC1 | -1 | 0 | 100 | 0 | 27 | 101 | 2 | 0.3 | 0 | -2 | 103
CS(=O)(=O)c1nc(S(=O)(=O)c2ccc(Cl)cc2)c(NCc2ccccn2)s1 | 5 | -5 | 100 | -2 | 17 | 101 | -7 | 4.4 | -4 | -6 | 102
CCOC(=O)c1cnc(-c2ccccc2)nc1-c1ccccc1 | 0 | -2 | 104 | -2 | 13 | 103 | -3 | 0.2 | -9 | -6 | 103
COC(=O)c1ccc2c(=O)n(CCO)c(=S)[nH]c2c1 | 2 | -10 | 100 | 0 | 61 | 101 | 0 | 0.2 | -6 | -8 | 98
CCNC(=O)COC(=O)c1ccc(S(=O)(=O)N2CCCCCC2)cc1 | 2 | -4 | 105 | 2 | 14 | 99 | -2 | 0.3 | 0 | -13 | 100
COc1ccc(C(=O)N/N=C/c2ccc(OC)c(CSc3ccccn3)c2)cc1 | -3 | -7 | 100 | 0 | 7 | 101 | -6 | -0.3 | 0 | 0 | 103
COc1ccc(CCN=C(C)C2=C(O)C(c3ccccc3)OC2=O)cc1OC (stereo not drawn) | 3 | -5 | 102 | -2 | 8 | 101 | -4 | 0.3 | -2 | -5 | 101
COc1ccc(-n2c(C)cc(C(=O)COC(=O)c3cc(NC(=O)c4cccs4)c(OC)c(OC)c3)c2C)cc1 | 13 | -2 | 101 | 1 | 11 | 107 | -1 | 1.8 | -2 | -1 | 105
CNCCC1Sc2ccccc2Oc2ccccc21 (stereo not drawn) | 2 | -3 | 105 | 0 | 10 | 105 | -2 | 0.6 | -4 | -8 | 111
O=C(NC1CCCCCC1)c1cccc(N2CCCC2=O)c1 | 9 | -4 | 88 | -3 | 25 | 86 | -2 | 0.8 | 0 | -1 | 87
O=C(CSc1ncccn1)N1CCN(Cc2ccccc2)CC1 | 1 | -42 | 98 | -15 | 17 | 104 | -9 | 0.6 | 2 | 2 | 103
C=CCN1C(=O)C(O)(CC(=O)c2ccc(-n3cccc3)cc2)c2ccccc21 (stereo not drawn) | 16 | -11 | 101 | 0 | 23 | 99 | -7 | -0.1 | -3 | -18 | 99
CCOc1ccc(NC(=O)c2ccc(NC(=O)COC(=O)Cc3ccc(OC)cc3)cc2)cc1 | 0 | -1 | 95 | 2 | 10 | 95 | -1 | -0.2 | 0 | 1 | 99

Of the compounds above, eight contain four or more nitrogen atoms.
canonical_smiles | ABCG2 block | Bim-Bcl-B | RGS4-Gao reg | Bim-Bcl-W | GSH bead fluor | RGS7-Gao reg | Bim-Bcl-XL | ABCB1 block | Bcl-2 Bim block | Bim-Bfl-1 | RGS8-Gao
Cn1c(C(=O)NCCCN2CCN(c3cccc(Cl)c3)CC2)cc2c(=O)n(C)c3ccccc3c21 | -1 | -3 | 112 | -2 | 12 | 108 | -3 | 1.1 | 2 | 0 | 115
CCc1nn(-c2cc(Oc3ccccc3)nc(-c3ccccc3)n2)c(N)c1C#N | 1 | -5 | 110 | 3 | 7 | 108 | -1 | 0.1 | -2 | -5 | 108
CC(=O)N1CCc2cc(S(=O)(=O)Nc3ccccc3N3CCN(C)CC3)ccc21 | 2 | -1 | 106 | -3 | 22 | 107 | -5 | -0.9 | 0 | -6 | 112
Cc1ccccc1-n1nc2c(c1NC(=O)c1c(-c3ccccc3Cl)noc1C)CS(=O)(=O)C2 | 13 | -12 | 101 | -2 | 24 | 100 | -10 | 3.1 | -12 | -20 | 99
Cc1cc(C(=O)CSc2nnnn2-c2ccccc2)c(C)n1-c1ccc2c(c1)OCO2 | 14 | -3 | 96 | -1 | 12 | 99 | -3 | 1.6 | -3 | -11 | 100
COc1ccc(-n2c(=O)c3ccccc3n(CC(=O)Nc3cc(C)on3)c2=O)cc1OC | 0 | -3 | 102 | -2 | 18 | 101 | 0 | -0.1 | -1 | 0 | 101
CC(C)OC(=O)c1c(NC(=O)Cn2cnc([N+](=O)[O-])n2)sc2c1CCCC2 | 9 | 0 | . | -4 | 18 | . | -2 | 1.5 | -1 | 0 | .
O=C(CSc1ncccn1)N1CCN(Cc2ccccc2)CC1 | 1 | -42 | 98 | -15 | 17 | 104 | -9 | 0.6 | 2 | 2 | 103

Compound activity as filed in PubChem BioAssay.
